Screens: PubChem BioAssay, Johns Hopkins Ion Channel Center
TRPC4 agonist – opens the mouse TRPC4 cation channel | HEK293 TRPC4beta/mu-opioid, Fluo4 calcium fluorescence; stronger effect = higher value | B-score at 10 µM | Q9QUQ5 | 310,000 tested, 0.49% active;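 active = B-score above 5 SD of library B-scores, and initial fluorescence ratio not above library mean plus 5 SD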;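 also: positive B-score marks a calcium rise read as TRPC4 activation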
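System: HEK293 cells stably co-expressing mouse TRPC4beta and mu-opioid receptor; Schedule: Fluo4 dye loading 45 min at room temperature, 110 s recording; Detection: Fluo4 fluorescence, kinetic; Evaluation: B-scored integrated calcium fluorescence ratio; Controls: buffer (low) and maximal DAMGO (high).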
TRPC6 inhibitor – mouse TRPC6 channel inhibition; Q61143; HEK293-TRPC6, membrane potential dye, ACh-evoked depolarization; stronger effect = lower value; B-score at 10 µM; 310,000 tested, 1.1% active;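 active = B-score under library mean minus 3 SD, initial fluorescence not abnormally high, positive integrated signal ratio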;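 also: B-score derived from integrated fluorescence ratio over the kinetic read; more negative B-score means stronger inhibition of depolarization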
RGS4 inh – inhibitors of human RGS4. P49798. HEK293 M3R/RGS4 inducible, Fluo-4 calcium flux; stronger effect = higher value; triggered by carbachol at its EC20. B-score at 10 µM. 310,000 tested, 0.45% active. AID 463165;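 active = B-score, a plate-corrected calcium signal, over three deviations above library mean, with baseline fluorescence within five deviations of library mean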;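 also: RGS4 expression induced by doxycycline in cells with stable M3 receptor; B-score is computed from the integrated fluorescence ratio over baseline after carbachol; higher B-score means a larger calcium signal and so more RGS4 inhibition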
Target sequence (P49798 whole entry, looked up): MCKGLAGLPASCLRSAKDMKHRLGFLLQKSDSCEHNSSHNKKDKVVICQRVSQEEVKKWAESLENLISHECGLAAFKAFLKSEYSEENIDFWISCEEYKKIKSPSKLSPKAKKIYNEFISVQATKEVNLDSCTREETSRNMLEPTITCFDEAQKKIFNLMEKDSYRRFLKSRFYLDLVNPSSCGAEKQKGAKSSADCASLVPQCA
MrgX1 antag – human MrgX1 receptor antagonism, primary screen | Q96LB2 | MRGX1-HEK293 calcium flux, Fluo-4, BAM8-22 antagonism; stronger effect = lower value | B-score at 10 µM | 310,000 tested, 1.3% active;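 active = calcium-response B-score plate-corrected more than 3 library SD below zero, starting fluorescence within 5 deviations, no agonist response on first addition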;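 also: peak minus trough fluorescence over baseline after final BAM8-22 challenge near maximal dose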
Target sequence (Q96LB2 whole entry, looked up): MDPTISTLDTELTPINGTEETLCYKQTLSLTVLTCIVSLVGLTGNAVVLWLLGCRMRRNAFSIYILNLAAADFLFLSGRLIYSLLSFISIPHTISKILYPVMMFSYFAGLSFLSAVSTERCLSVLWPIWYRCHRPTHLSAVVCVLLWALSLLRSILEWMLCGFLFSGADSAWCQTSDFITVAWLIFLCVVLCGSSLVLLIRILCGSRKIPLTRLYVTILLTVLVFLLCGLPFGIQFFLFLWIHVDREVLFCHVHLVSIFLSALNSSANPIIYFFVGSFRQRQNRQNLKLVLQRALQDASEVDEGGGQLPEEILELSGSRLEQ
TRPC4 inh – blocks the mouse TRPC4 cation channel | Q9QUQ5 | HEK293 TRPC4beta/mu-opioid, DAMGO-evoked Fluo4 calcium flux; stronger effect = lower value | B-score at 10 µM | 300,000 tested, 0.39% active;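 active = B-score over 3 SD under the library average, no early fluorescence shift, positive overall ratio signal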
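Assay system – HEK293 line stably carrying TRPC4beta and mu-opioid receptor · Doses – single dose · Detection – Fluo4 calcium-dye fluorescence, kinetic read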
TRPC6 activator – activates the mouse TRPC6 cation channel | HEK293-TRPC6 membrane potential dye fluorescence; stronger effect = higher value | B-score at 10 µM | 310,000 tested, 0.13% active | AID 2550;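 active = B-score of the integrated fluorescence ratio above library mean plus 3 SD, and starting fluorescence ratio within library mean plus 5 SD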;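 also: higher score means more depolarization so channel activation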
MrgX1 ag – activates human MrgX1 receptor signaling; Q96LB2; MrgX1-HEK293 cells, Fluo-4 calcium fluorescence, agonist mode; stronger effect = higher value; B-score at 10 µM; 310,000 tested, 0.44% active; AID 588627;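 active = calcium response B-score plate-corrected fluorescence ratio at least 3 library SD, with starting fluorescence B-score inside 5 SD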
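System: HEK293 cells stably expressing human MrgX1 receptor; Dosing: test compound in the initial addition of three; Schedule: overnight plating, then 30 min 37 °C plus 30 min room-temperature dye loading; Detection: kinetic calcium dye fluorescence, Fluo-4 NW; Controls: per-plate positive and negative controls for Z′ factor.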
TMEM16A act – activators or potentiators of mouse TMEM16A chloride channel | 340,000 tested, 0.3% active | B-score at 10 µM | Q8BHY3 | HEK293 TMEM16A/YFP-H148Q/I152L, iodide quench fluorescence; stronger effect = lower value;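 active = fluorescence-ratio B-score plate-corrected deviation score at least 3 library SD below zero, with starting fluorescence score within 5 deviations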;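 also: channel opened by trigger with iodide after compound preincubation; score built on the fluorescence ratio of max minus min over baseline; more negative score means more quench and so TMEM16A activation or potentiation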
MrgX1 allo act – allosterically activates human MrgX1 receptor signaling | MrgX1-HEK293, Fluo-4 calcium flux, FDSS; stronger effect = higher value | AID 588675 | 310,000 tested, 0.63% active | B-score at 10 µM | Q96LB2;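 active = plate-corrected calcium response at least 3 library SD above typical, normal starting fluorescence, not activating the receptor alone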;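 also: compound read alongside a low EC10 to EC30 dose of BAM8-22 agonist; peak minus trough fluorescence over baseline measured at the second addition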
TRPC4 potent – TRPC4 (mouse) allosteric potentiation; HEK293 TRPC4beta/mu-opioid, DAMGO EC20, Fluo-4 Ca2+ flux; stronger effect = higher value; B-score at 10 µM; 310,000 tested, 0.42% active;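 active = B-score of calcium response area above 5 SD of library B-scores, with initial fluorescence ratio within 5 SD of library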;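 also: B-score of integrated fluorescence ratio over time as area under calcium response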
TMEM16A inh – mouse TMEM16A channel inhibition, primary screen | normalized B-score (activity score, 25-100; higher = stronger inhibition) at 10 µM | 310,000 tested, 1.2% active | HEK293 TMEM16A/YFP iodide influx fluorescence, ionomycin | Q8BHY3;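 active = ratio plate-corrected score three or more library SD toward inhibition, starting fluorescence score within five deviations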;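 also: score derived from kinetic fluorescence span divided by baseline fluorescence per well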
Starred values were filed as active, the others as inactive; i = inactive; / = no result given. This is a random part of the collection; any-hit rate near 5.8%.

Screens in order: TRPC4 agonist	TRPC6 inhibitor	RGS4 inh	MrgX1 antag	TRPC4 inh	TRPC6 activator	MrgX1 ag	TMEM16A act	MrgX1 allo act	TRPC4 potent	TMEM16A inh
Cc1cc(NCCN2CCOCC2)n2ncc(-c3ccccc3)c2n1
→ i	i	i	i	i	i	i	i	i	i	i
CCOC(=O)c1c(S(=O)(=O)N2CCCC(C(=O)Nc3ccc(C)cn3)C2)c(C)n(C)c1C (stereo not given)
→ i	i	i	i	i	i	i	i	i	i	i
C=CCn1c(Cn2nnc3ccccc32)nnc1SCC(=O)N/N=C/c1cc(Br)cc(OC)c1O
→ i	i	i	i	i	i	i	i	i	i	i
COc1ccc(-c2nnc(SCC(=O)NCc3cccs3)n2C)cc1
→ i	i	i	i	i	i	i	i	i	i	i
O=C(Nc1cccc(Cl)c1)OCc1cncs1
→ i	i	i	i	i	i	i	i	i	i	i
Cc1cc(NC(=O)COc2ccc3ccccc3c2)no1
→ i	i	i	i	i	i	i	i	i	i	i
COC(C(=O)Nc1c(F)cccc1F)c1ccccc1 (stereo not given)
→ i	i	i	i	i	i	i	i	i	i	i
O=C(Nc1ccccc1)Nc1c(F)cccc1F
→ i	i	i	i	i	i	i	i	i	i	i
Cc1cc2c(=O)[nH]c(Cc3ccccc3)nc2s1
→ i	i	i	i	i	i	i	i	i	i	i
O=C(Nc1ccccc1)O/N=C/c1ccncc1
→ i	i	i	i	i	i	i	i	i	i	i
Cc1cc(Cl)c(Cl)cc1S(=O)(=O)NCCCn1ccnc1
→ i	i	i	i	i	i	i	i	i	11*	i
O=C(NCc1ccc(Cl)cc1)c1ccc2nc[nH]c2c1
→ i	i	i	/	i	i	/	i	/	i	/
COCCn1c(=S)[nH]c2cc(C(=O)NCC3CCCO3)ccc2c1=O (stereo not given)
→ i	i	i	i	i	i	i	i	i	i	i
COc1ccccc1CNC(=O)C/C(C)=N/NC(=O)Cc1ccc(OC)c(OC)c1
→ i	i	i	i	i	i	i	i	i	i	i
Cc1cccc(/C(N)=N/OC(=O)COc2ccc(Cl)cc2)c1
→ i	i	i	i	i	i	i	i	i	i	i
Cc1cc(C)c(OCC(=O)N(Cc2cccs2)C2CCS(=O)(=O)C2)c(C)c1 (stereo not given)
→ i	i	i	i	i	i	i	i	i	i	i
O=C(c1ccccc1)N1N=C(c2ccccc2)CC1c1ccc2nccnc2c1 (stereo not given)
→ i	i	i	i	i	i	i	i	i	i	i
O=C(CCS(=O)(=O)c1ccc(Cl)cc1)Nc1ccc(N2CCOCC2)cc1
→ i	i	i	i	i	i	i	i	i	i	i
O=c1c2ccccc2nc(COc2ccccc2)n1/N=C/c1ccc(O)cc1O
→ i	i	i	i	i	i	i	i	i	i	i
N#C/C(=C/c1ccc(CNC(=O)C(=O)Nc2cc(Cl)cc(Cl)c2)o1)C(=O)NCc1cccnc1
→ i	i	i	i	i	i	i	i	i	i	i
Cc1cc(C)c(C(=O)Nc2ccc(Br)c(C(F)(F)F)c2)c(C)c1
→ i	i	i	i	i	i	i	i	i	i	i
Cc1cc(C)c2cc(C(=O)N3CCN(c4ncccc4C(F)(F)F)CC3)[nH]c2c1
→ i	i	i	i	i	i	i	i	i	i	i
COc1ccc(NC(=O)CN2CCN(S(=O)(=O)c3ccc(F)cc3)CC2)cc1Cl
→ /	/	/	i	/	/	i	i	i	/	i
Cc1ccc(OCC(=O)NNC(=O)C(=O)N2CCCC2)c(C)c1
→ i	i	i	i	i	i	i	i	i	i	i
COc1ccc(CN(C)CC(O)COC(c2ccccc2)c2ccccc2)c(OC)c1OC (stereo not given)
→ i	i	i	i	i	i	i	i	i	i	i
O=C(NCc1ccco1)C(=O)c1cn(CC(=O)N2CCCCCC2)c2ccccc12
→ i	i	i	i	i	i	i	i	i	i	i
CCOc1ccc(OCC)c(NC(=O)CCCN2C(=S)NC(C)(C)CC2C)c1 (stereo not given)
→ i	i	i	i	i	i	i	i	i	i	i
CC(=O)c1ccc(NC(=S)NCc2ccco2)cc1
→ i	i	i	i	i	i	i	i	i	i	i
CCn1cc(C(=O)OCC(=O)NCc2ccc3c(c2)OCO3)c(=O)c2ccc(C)nc21
→ i	i	i	i	i	i	i	i	i	i	i
C=CCn1c(SCC(=O)c2ccc(OC)cc2)nnc1-c1cc2cccc(OC)c2o1
→ i	i	i	i	i	i	i	i	i	i	i
O=C(NC1(C(F)(F)F)NC(=O)N(c2ccc(F)cc2)C1=O)c1ccncc1 (stereo not given)
→ i	i	i	i	i	i	i	i	i	i	i
CCCNC(=O)c1cn(CC)c2cc(N3CCN(C)CC3)c(F)cc2c1=O
→ i	i	i	i	i	i	i	i	i	i	i
Oc1ccccc1/C=N/[n+]1ccccc1
→ i	i	i	i	i	i	i	i	i	i	i
CCOC(=O)c1ccc(N2C(=O)c3n[nH]c(-c4ccco4)c3C2c2cccc([N+](=O)[O-])c2)cc1 (stereo not given)
→ i	i	6.65*	i	i	i	i	i	i	i	i
O=[N+]([O-])c1ccc(Cl)c(CN2CCSCC2)c1
→ i	i	i	i	i	i	i	i	i	i	i
CCS(=O)(=O)N1CCC(C(=O)N2CCN(Cc3ccccc3)CC2)CC1
→ i	i	i	i	i	i	i	i	i	i	i
COC(=O)c1ccc2c(=O)[nH]c(COC(=O)c3cccc(S(=O)(=O)N4CCOCC4)c3)nc2c1
→ i	i	i	i	i	i	i	i	i	i	i
O=c1[nH]c(/C=C\c2ccc(O)cc2)nc(O)c1[N+](=O)[O-]
→ i	i	i	i	i	i	i	i	i	i	i
O=C(NCCC1=CCCCC1)c1cccc2c1C(=O)N(C1CCCCC1)C2
→ i	i	i	i	i	i	i	i	i	i	i
CCCCc1cc(=O)oc2c(C)c(OCC(=O)NCC3CCC(C(=O)O)CC3)ccc12 (stereo not given)
→ i	i	i	i	i	i	i	i	i	i	i
CCOC(=O)CSc1nc2sc3c(c2c(=O)n1C1CCCCC1)CCN(C)C3
→ i	-5.59*	i	i	i	i	i	i	i	i	i
Cc1ccc(/C=N/NC(=O)c2ccc3ccccc3c2)s1
→ i	i	i	i	i	i	i	i	i	i	i
CCN(CC)CCCNc1nc2ccccc2[nH]1
→ i	i	i	i	i	i	i	i	i	i	i
CCOC(=O)c1[nH]c2ccccc2c1NC(=O)C1CCCC1
→ i	i	i	i	i	i	i	i	i	i	i
O=C(c1ccccc1C(=O)N1CCN(c2ccc(F)cc2)CC1)N1CCN(c2ccc(F)cc2)CC1
→ i	i	i	i	i	i	i	i	i	i	i
CCOC(=O)CNS(=O)(=O)c1c(C)noc1C
→ i	i	i	i	i	i	i	i	i	i	i
O=C1CCc2cc(NS(=O)(=O)c3ccc([N+](=O)[O-])cc3)cc3c2N1CC3
→ i	i	i	/	i	i	/	i	/	i	/
CC(C)n1cc(-c2nc(C(=O)NN)cs2)c(=O)n(Cc2ccccc2)c1=O
→ i	i	i	i	i	i	i	i	i	i	i
CCCCCc1nnc(NC(=O)C2=COCCO2)s1
→ i	i	i	i	i	i	i	i	i	i	i
O=C(NCc1ccc(Cl)cc1)c1ccc(CS(=O)Cc2cccc(Cl)c2)o1 (stereo not given)
→ i	i	i	i	i	i	i	i	i	i	i

(cont.)
Screens in order: TRPC4 agonist	TRPC6 inhibitor	RGS4 inh	MrgX1 antag	TRPC4 inh	TRPC6 activator	MrgX1 ag	TMEM16A act	MrgX1 allo act	TRPC4 potent	TMEM16A inh
O=C(Nc1cc2c3c(c1)CC(=O)N3CCC2)C1CCCCC1
→ i	i	i	i	i	i	i	i	i	i	i
CC(=O)OCCOCn1cnn2c(=O)c(Br)c(C)nc12
→ i	i	i	i	i	i	i	i	i	i	i
CSc1ccccc1C(=O)N1CCc2ccccc2C1
→ i	i	i	i	i	i	i	i	i	i	i
CCOC(=O)C1CCN(C(=O)Cn2cnc3sc(C)c(S(=O)(=O)N4CCCCC4)c3c2=O)CC1
→ i	i	i	i	i	i	i	i	i	i	i
COc1ccc(/C=C2/SC(=S)N(CCCC(=O)Nc3ccc(O)cc3)C2=O)cc1OC
→ i	i	i	i	i	i	i	i	i	i	i
Cn1c(=O)c2c(nc(SCC(=O)NCc3ccc4c(c3)OCO4)n2Cc2ccccc2)n(C)c1=O
→ i	i	i	i	i	i	i	i	i	i	i
CC1=C(C(=O)OCC2CCCO2)C(c2ccccc2)NC(=O)N1 (stereo not given)
→ i	i	i	i	i	i	i	i	i	i	i
CCOc1ccc2nc(SCC(=O)Nc3cccc(S(=O)(=O)NC4=NCCCCC4)c3)[nH]c2c1
→ i	i	i	i	i	i	i	i	i	i	i
COc1ccccc1C(=O)Nc1nnc(SCC(=O)NCC2CCCO2)s1 (stereo not given)
→ i	i	i	i	i	i	i	i	i	i	i
Cn1c(SCC(=O)c2ccc(O)c(O)c2)nnc1-c1ccccc1
→ i	i	i	i	i	i	i	i	i	i	i
CC(C)CCN1CCNC(=O)C1CC(=O)Nc1ccc(F)cc1 (stereo not given)
→ i	i	i	i	i	i	i	i	i	i	i
COc1ccccc1NC(=O)COc1ccc(Br)cc1CNC1CCCC1
→ i	-7.56*	i	i	i	i	i	i	i	i	i
Cc1ccccc1NS(=O)(=O)c1ccc(C(=O)NCC(c2ccco2)N2CCCCC2)cc1 (stereo not given)
→ i	i	i	i	i	i	i	i	i	i	i
CC(=O)N1c2ccc(S(=O)(=O)NCC3CCC(C(=O)N4CCC(C)CC4)CC3)cc2CC1C (stereo not given)
→ i	i	i	i	i	i	i	i	i	i	i
CCCNC(=O)c1cc(-c2ccco2)on1
→ i	i	i	i	/	i	i	i	i	i	i
C=CCN1C=C2C(=O)C(C)(OC(=O)c3cnc4ccccc4n3)C(=O)C=C2C=C1/C=C/COC (stereo not given)
→ i	i	i	i	i	i	i	i	i	i	i
O=C(C1CCN(S(=O)(=O)c2ccccc2)CC1)N1CCN(Cc2ccccc2)CC1
→ i	i	i	i	i	i	i	i	i	i	i
COc1ccc(C2=NN(C(C#N)c3ccc(OC)c(OC)c3)C(c3ccccc3)C2)cc1 (stereo not given)
→ i	i	i	i	i	i	i	i	i	i	i
